# Nrf2 block = Nrf2 qHTS screen for inhibitors; A549 ARE-Fluc reporter, luciferase luminescence, 18-24 h; Potency, µM (series often up to 46 µM), without a hit: at the top dose activity change, negative = inhibition, usual class: inhibitors; 360,000 compounds, 2.1% hits; further: potency means the concentration at half of the fitted maximal effect; on the % scale 0 is the no-effect control and ±100 the full control effect; nearly all actives have a fitted effect of over 60% in size
#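 Cells were seeded and rested 2 h, then exposed to compounds for 18-24 h. CellTiter-Fluor was read first as a viability measure. BugLite was added 15 min before the final luminescent read of ARE-luciferase activity in A549 cells.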
# CCT modulator = High-Throughput Screening for Modulators of Cytosolic Chaperonin Activity. purified chaperonin ATPase assay, HTRF ADP detection, 30 min. activity change, % (test concentration not listed), hits read low. 360,000 compounds, 0.3% hits. AID 651819, 2012; in the data active means activity change below about -30%; further: on the % scale 0 is the no-effect control and ±100 the full control effect
#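 First, chaperonin was dispensed at 40 nM or 20 nM final depending on batch activity. Next, compounds were pinned at 76 uM and ATP added at 10 uM. After 30 min at 37 °C, ADP detection reagents ran 30 min at ambient temperature.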
# Abeta yeast res = qHTS for compounds that reverse cellular toxicity of Amyloid beta (A-beta) peptide in yeast: Primary Screen; yeast expressing A-beta42, growth rescue, OD600, 48 h; response scale: 0% DMSO, 100% iron-clioquinol control; Potency, µM (top dose mostly 46.1 µM), for the others: top-dose growth rescue, hits mostly activators; 410,000 compounds, 0.063% hits; further: potency means the concentration at half of the fitted maximal effect; nearly all actives have a fitted effect of over 55% in size
#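 Yeast growth medium received pinned compounds, then yeast cells expressing toxic A-beta were added; plates incubated at 30 C for 48 hr. Growth read as absorbance at 600 nm, normalized to DMSO and equimolar FeCl3 plus clioquinol controls.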
# A549 tox = Nrf2 qHTS screen for inhibitors: counterscreen for cytotoxicity. Potency, µM (series often up to 46 µM), for the others: at the top dose activity change, negative = cytotoxicity, hits mostly inhibitors. 390,000 compounds, 0.16% hits. A549 ARE-Fluc cells, CellTiter-Fluor viability, 18-24 h. AID 504648, 2011; further: potency means the concentration at half of the fitted maximal effect; on the % scale 0 is the no-effect control and ±100 the full control effect
#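 Cytotoxicity counterscreen: CellTiter-Fluor fluorescence was measured in A549 ARE_Fluc cells after 18-24 h of compound exposure in a concentration series. The subsequent BugLite luminescent read reports ARE-luciferase activity.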
# Mm-Cpn inhibitor = Inhibitors of TCP-1 ring complex (TRiC) of Methanococcus maripaludis (MmCpn): qHTS; 330,000 compounds, 0.031% hits; purified Mm-Cpn ATPase, ADP Transcreener TR-FRET; Chaperonin Mm-Cpn (Methanococcus maripaludis); Potency, µM (highest dose often 76.9 µM), inactives show at the highest dose activity, negative = inhibition, hits mostly inhibitors; further: potency means the concentration at half of the fitted maximal effect; on the % scale 0 is the no-effect control and ±100 the full control effect; nearly all actives have a fitted effect of over 80% in size
#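 TR-FRET (320 nm excitation; 590 and 665 nm emission) reports ADP made from 10 uM ATP by 25 nM enzyme; compounds were preincubated 10 min, reaction run 30 min, both at 37°C.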
# TGFb inhibitor = qHTS for Inhibitors of TGF-b; HepG2 CAGA-GFP TGF-b/SMAD3 reporter, GFP fluorescence, 18 h; TGF-beta stimulated, 500 pg/mL final; 410,000 compounds, 1.2% hits; Potency, µM (titrated, usually from 46.1 µM), inactives show at the top dose activity, negative = inhibition, hits mostly inhibitors; further: potency means the concentration at half of the fitted maximal effect; on the % scale 0 is the no-effect control and ±100 the full control effect; nearly all actives have a fitted effect of over 65% in size
#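 Using HEPG2 CAGA-GFP reporter cells at 1000 cells/well, we pinned test compounds, stimulated with recombinant TGF-beta (500 pg/mL final) and measured total well GFP after 18 h.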
# HepG2 tox = qHTS for Inhibitors of TGF-b: Cytotox Counterscreen; Potency, µM (highest dose often 46.1 µM), for inactives: at the highest dose activity change, negative = cytotoxicity, usual class: cytotoxic; 410,000 compounds, 0.76% hits; HepG2 CAGA-GFP viability, ATP luminescence, 18 h; further: potency means the concentration at half of the fitted maximal effect; some results filed as inactive show a strong effect at the top dose
#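 CellTiter-Glo luminescence gave cytotoxicity after 18 hours at 37 degrees C. The cells were HepG2 CAGA-GFP in 1% FBS DMEM, stimulated with 500 pg/mL TGF-beta after compound addition. %Activity was normalised to no-cell wells (complete cell-killing) and DMSO (no toxicity), and curves were fitted and classified.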
# pAkt inh = HTS Assay for Inhibitors of Akt Phophorylation: Primary Screen; Neuro2A IGF-stimulated pAkt S473 HTRF, 20 min; stronger effect = lower value; activity change, % for hits at 50 µM; 360,000 compounds, 0.32% hits; AID 651550, 2012; in the data active means activity change below about -80%; inconclusive means mostly about -51% to -80%; further: on the % scale 0 is the no-effect control and ±100 the full control effect
#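 Neuro2A cells (4,500/well, DMEM with 0.5% FBS) were treated with compound at a single 50 µM final concentration, stimulated with 6 nM IGF for 20 min at 37 °C, and lysed. Phospho-Akt Ser473 was read by HTRF as 665/615 ratio ×10^4.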
# Nrf2 activator = qHTS of Nrf2 Activators; AREc32 ARE-luciferase reporter (MCF7-derived line), luminescence, 24 h; Potency, µM (top dose mostly 46.1 µM), for inactives: top-dose activation, most hits filed as activators; 410,000 compounds, 0.31% hits; further: potency means the concentration at half of the fitted maximal effect; % of control where 0% means no effect; nearly all actives have a fitted effect of over 65% in size
#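 Cells of the AREc32 ARE-luciferase line are plated in OPTI-MEM containing 5% FBS and left overnight at 37 deg C. Compounds are pinned in, incubation continues 24 hr, and firefly luciferase signal is then measured.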
# * hit, by the source's call; i = inactive; ? = inconclusive; · = no result given. Unless noted, the call rests on the fitted dose curve; in most records, active means well fitted curve in the direction sought with a large enough effect; inconclusive means small, poorly fitted or top-dose-only effect, or another doubt; inactive means no such curve, though single readings can be large; an effect the other way counts as inactive or inconclusive.
SMILES,Nrf2 block,CCT modulator,Abeta yeast res,A549 tox,Mm-Cpn inhibitor,TGFb inhibitor,HepG2 tox,pAkt inh,Nrf2 activator
CCNC(=O)N1CCCC(C(=O)c2ccc(OC)c(OC)c2)C1 (stereo not drawn),1.4%,0.8,4.3%,0.1%,3.7%,15.1%,-10.8%,i,-0.6%
CC1CN(Cc2c(O)ccc3c2oc(=O)c2ccccc23)CC(C)O1 (stereo not drawn),16.2%,0.2,26.9%,1.8%,-10.4%,-7.6%,3.9%,i,8.6%
CNC[C@@H]1Oc2cc(Br)ccc2S(=O)(=O)N([C@H](C)CO)C[C@H]1C,·,0.8,1.0%,·,·,-5.0%,-10.5%,i,-1.0%
Cc1cccc(Cn2c(=O)n(CCc3ccccc3)c(=O)c3sc4ccccc4c32)c1,9.7%,·,4.2%,3.4%,·,-13.0%,11.5%,·,0.1%
CNC(=O)C1(c2ccccc2)CCCCC1,·,-2.2,0.8%,·,·,8.2%,-0.7%,i,-0.6%
COc1ccc(CCNC(=O)c2c(C)nc3ccccn23)cc1OC,?,1.6,7.5%,0.2%,-3.3%,-3.2%,-7.2%,i,0.4%
CCOP(=O)(OCC)C(NC(=O)Nc1ccccc1)C(N)=O (stereo not drawn),5.2%,1.8,12.5%,0.4%,-0.1%,-14.7%,-3.2%,i,0.1%
COc1ccc(NC(C)=O)c([N+](=O)[O-])c1[N+](=O)[O-],1.2%,-1.7,16.4%,-0.9%,·,-1.0%,-1.6%,i,?
CCOc1ccc(C(=O)NCC(=O)OCc2c(C)noc2C)cc1OCC,7.6%,1.9,-8.6%,-0.6%,-2.5%,3.2%,-3.0%,i,-0.9%
COC(=O)c1sccc1NC(=O)CSc1ccccc1N,-7.9%,-1.1,2.7%,-2.4%,0.6%,4.3%,0.2%,i,8.1%
CCOC(=O)N1CCC2(CC1)C(C#N)=C(N)OC1=C2C(=O)CC(C)C1 (stereo not drawn),?,0.5,5.8%,-6.9%,2.7%,-9.5%,2.9%,i,0.4%
Cc1ccc(-n2c(Cc3cccs3)nnc2SCC(=O)OC(C)C)cc1,0.1%,1.3,1.4%,4.0%,-1.3%,-1.0%,-20.1%,i,0.1%
CC(C)(C)N(Cc1ccccc1)C(=O)CSc1nnc(CNc2ccc(F)cc2)o1,·,0.3,?,-8.9%,·,-24.7%,-10.0%,i,-0.1%
COC(=O)c1sc(NC(=O)Cc2cccs2)nc1C,3.0%,-2.6,-9.5%,-1.5%,0.9%,5.1%,-1.5%,i,5.2%
COc1cc(S(=O)(=O)Nc2ccc(Br)cc2)ccc1N,-18.4%,0.0,4.2%,-11.1%,3.6%,-28.1%,-17.2%,i,0.3%
COc1ccc(C2=NN(C(=O)CN3CCCCC3)C(c3ccc(C)cc3)C2)cc1 (stereo not drawn),32.6%,0.9,-0.3%,8.6%,-1.9%,3.9%,1.6%,i,3.7%
C=CCNc1nc(Cl)ncc1F,-5.0%,-1.3,-6.5%,-10.1%,-13.9%,-0.4%,24.9%,i,0.2%
c1ccc(C2CC(c3cccs3)=NN2c2ccccc2)cc1 (stereo not drawn),3.7%,-1.2,-6.4%,?,-0.4%,4.8%,-2.1%,i,-0.4%
COc1ccc(CCNC(=O)CCc2c(C)nc3c(c(C)nn3-c3ccc(C)c(C)c3)c2C)cc1OC,6.0%,·,-2.8%,-7.0%,·,-1.9%,4.0%,·,0.6%
COC(=O)CCCC1=CC2=CC(=O)C(C)(OC(=O)c3cccs3)C(=O)C2=CN1Cc1ccccc1 (stereo not drawn),-1.6%,-1.5,-0.5%,0.3%,-0.4%,-5.6%,-8.1%,i,-0.3%
CCCCN1C(=O)c2ccc(C(=O)Nc3ccccc3N3CCOCC3)cc2C1=O,3.7%,-0.6,15.5%,10.9%,-2.6%,0.2%,-18.9%,i,0.2%
Cc1cc(/C=C(/C#N)c2nc3ccccc3[nH]2)c(C)n1-c1cc(C(=O)O)cc(C(=O)O)c1,1.7%,-13.7,7.4%,?,-5.8%,14.4%,0.4%,i,-0.1%
CCCCC(=O)NC1(C(F)(F)F)C(=O)Nc2c1c(=O)[nH]c(=O)n2Cc1ccco1 (stereo not drawn),9.3%,0.1,12.0%,14.3%,0.6%,1.9%,-4.7%,i,-0.4%
COCCN(C(=O)c1ccc(C)c(S(=O)(=O)N2CCOCC2)c1)c1c(N)n(CC(C)C)c(=O)[nH]c1=O,2.4%,-1.4,-7.3%,12.9%,·,-8.4%,-2.4%,i,0.0%
CCC(CC)c1nnc(NC(=O)C2CCN(C(=O)c3ccco3)CC2)s1,9.6%,-2.3,-10.3%,3.3%,-1.0%,4.9%,-19.9%,i,4.7%
CCC(C(=O)Nc1cc(OC)c(NC(=O)c2ccccc2)cc1OC)c1ccccc1 (stereo not drawn),-1.6%,1.3,4.9%,-1.0%,0.4%,17.0%,-1.8%,i,1.0%
COC(=O)c1ccc(NC(=O)[C@H](C)NC(N)=O)cc1,16.5%,1.9,5.6%,-1.6%,0.8%,8.2%,2.6%,i,0.0%
O=C(C1CCC(C(=O)N2CCc3ccccc32)CC1)N1CCc2ccccc21 (stereo not drawn),·,0.6,-1.3%,6.6%,-2.0%,4.6%,0.1%,i,-0.5%
CN(CC(N)=O)S(=O)(=O)c1ccc(F)cc1,·,-0.6,-5.2%,-2.7%,-0.7%,-19.7%,4.9%,i,0.0%
Cc1ccc(S(=O)(=O)CC(=O)c2ccccc2)cc1,-3.2%,-0.8,-10.9%,-4.6%,-0.1%,?,-28.7%,i,-0.5%

# In another format: entries from further up.
SMILES | Nrf2 block | CCT modulator | Abeta yeast res | A549 tox | Mm-Cpn inhibitor | TGFb inhibitor | HepG2 tox | pAkt inh | Nrf2 activator
Cc1ccc(-n2c(Cc3cccs3)nnc2SCC(=O)OC(C)C)cc1 | 0.1% | 1.3 | 1.4% | 4.0% | -1.3% | -1.0% | -20.1% | i | 0.1%
CC(C)(C)N(Cc1ccccc1)C(=O)CSc1nnc(CNc2ccc(F)cc2)o1 | · | 0.3 | ? | -8.9% | · | -24.7% | -10.0% | i | -0.1%
COC(=O)c1sc(NC(=O)Cc2cccs2)nc1C | 3.0% | -2.6 | -9.5% | -1.5% | 0.9% | 5.1% | -1.5% | i | 5.2%
COc1cc(S(=O)(=O)Nc2ccc(Br)cc2)ccc1N | -18.4% | 0.0 | 4.2% | -11.1% | 3.6% | -28.1% | -17.2% | i | 0.3%

# (list continues)
SMILES,Nrf2 block,CCT modulator,Abeta yeast res,A549 tox,Mm-Cpn inhibitor,TGFb inhibitor,HepG2 tox,pAkt inh,Nrf2 activator
O=C(NCCOc1ccc(Cl)cc1)c1ccco1,2.7%,-1.1,-15.1%,12.7%,0.2%,-4.0%,-9.6%,i,2.2%
O=C(Nc1ccc(S(=O)(=O)N2CCc3ccccc3C2)cc1)C1CCCO1 (stereo not drawn),-5.9%,-1.4,-1.8%,-2.8%,·,-14.3%,-1.0%,i,0.4%
CCN(c1cccc(C)c1)C(CNS(=O)(=O)c1ccccc1)c1ccccc1 (stereo not drawn),?,·,3.1%,-17.6%,·,?,-55.9%,·,0.2%
COc1ccc2c(c1OC)C(=O)N1C2SC(C)(C)[C@H]1C(=O)NC(C)C (stereo partly drawn),26.1%,0.4,-0.9%,5.0%,-0.8%,10.7%,21.0%,i,0.3%
CCN(CC)CC(O)COc1ccc2c(c1)OCO2 (stereo not drawn),·,-3.4,-3.5%,2.3%,0.4%,-13.2%,3.4%,i,-0.2%
CCC(C)N1CC(=O)N2C(c3ccc(OC)cc3OC)c3[nH]c4ccccc4c3C[C@H]2C1=O (stereo partly drawn),0.5%,-3.9,-2.7%,13.8%,-6.0%,-12.3%,-6.0%,i,1.3%
CCSc1cnnc2ccccc12,?,0.5,1.6%,-2.6%,·,26.3%,2.5%,i,0.1%
CC(C)CN1C(=O)c2ccc(NC(=O)c3ccco3)cc2C1=O,?,-0.5,-7.9%,0.9%,-1.3%,-2.7%,8.3%,i,9.4%
Cc1c([N+](=O)[O-])c(C(=O)Nc2ccc3c(c2)OCCO3)nn1C,?,0.0,-0.5%,-11.0%,0.3%,-3.2%,-36.3%,i,-0.5%
OC(COc1ccc2ccccc2c1Cl)CN1CCOCC1 (stereo not drawn),?,-31.8*,-11.4%,7.8%,?,12.6%,-34.3%,i,0.1%
O=C(Cn1c2ccccc2c(=O)c2ccccc21)Nc1cccc(F)c1,-0.2%,1.4,-2.3%,5.3%,2.2%,4.3%,8.2%,i,0.0%
O=C(N/N=C/c1cccc(Oc2ccccc2)c1)c1cccc(O)c1,13.1%,-2.0,18.2%,-4.8%,0.9%,-28.9%,-15.6%,i,0.3%
CC(=O)N1CCN(c2cc3c(cc2F)c(=O)c(C(=O)O)cn3C2CC2)CC1,12.3%,-3.5,0.8%,0.0%,-0.2%,9.7%,-28.8%,i,3.7%
CCCCn1c(NC(=O)c2ccccc2)c(C#N)c2nc3ccccc3nc21,?,-0.2,4.1%,-6.1%,-3.1%,?,-36.0%,i,0.4%
C=C(C)CNC(=S)N/N=C/c1ccccc1OCC(=O)O,3.3%,1.3,4.8%,-0.1%,-0.7%,-29.1%,7.5%,i,-0.6%
CCC(C)n1nccc1NC(=O)C(C)OC(=O)c1cc2ccccc2[nH]1 (stereo not drawn),?,-1.7,-2.3%,-5.6%,-1.1%,0.2%,-27.0%,i,0.3%
C=CCn1c(CCNC(=O)c2cccs2)nnc1SCC(=O)c1ccc(Cl)cc1,?,1.7,4.4%,20.2%,-15.3%,?,-18.2%,i,5.2%
